mHTT CaM bind: mHTT-calmodulin interaction abrogation | AlphaScreen His-mHTT/GST-CaM binding, luminescence | inhibition, % at 15 µM | 3.6% of 190,000 active | AID 1671202;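 note: 0% = both proteins with DMSO and 100% = one protein alone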
Target sequence (P42858 whole entry, looked up, stated change not applied): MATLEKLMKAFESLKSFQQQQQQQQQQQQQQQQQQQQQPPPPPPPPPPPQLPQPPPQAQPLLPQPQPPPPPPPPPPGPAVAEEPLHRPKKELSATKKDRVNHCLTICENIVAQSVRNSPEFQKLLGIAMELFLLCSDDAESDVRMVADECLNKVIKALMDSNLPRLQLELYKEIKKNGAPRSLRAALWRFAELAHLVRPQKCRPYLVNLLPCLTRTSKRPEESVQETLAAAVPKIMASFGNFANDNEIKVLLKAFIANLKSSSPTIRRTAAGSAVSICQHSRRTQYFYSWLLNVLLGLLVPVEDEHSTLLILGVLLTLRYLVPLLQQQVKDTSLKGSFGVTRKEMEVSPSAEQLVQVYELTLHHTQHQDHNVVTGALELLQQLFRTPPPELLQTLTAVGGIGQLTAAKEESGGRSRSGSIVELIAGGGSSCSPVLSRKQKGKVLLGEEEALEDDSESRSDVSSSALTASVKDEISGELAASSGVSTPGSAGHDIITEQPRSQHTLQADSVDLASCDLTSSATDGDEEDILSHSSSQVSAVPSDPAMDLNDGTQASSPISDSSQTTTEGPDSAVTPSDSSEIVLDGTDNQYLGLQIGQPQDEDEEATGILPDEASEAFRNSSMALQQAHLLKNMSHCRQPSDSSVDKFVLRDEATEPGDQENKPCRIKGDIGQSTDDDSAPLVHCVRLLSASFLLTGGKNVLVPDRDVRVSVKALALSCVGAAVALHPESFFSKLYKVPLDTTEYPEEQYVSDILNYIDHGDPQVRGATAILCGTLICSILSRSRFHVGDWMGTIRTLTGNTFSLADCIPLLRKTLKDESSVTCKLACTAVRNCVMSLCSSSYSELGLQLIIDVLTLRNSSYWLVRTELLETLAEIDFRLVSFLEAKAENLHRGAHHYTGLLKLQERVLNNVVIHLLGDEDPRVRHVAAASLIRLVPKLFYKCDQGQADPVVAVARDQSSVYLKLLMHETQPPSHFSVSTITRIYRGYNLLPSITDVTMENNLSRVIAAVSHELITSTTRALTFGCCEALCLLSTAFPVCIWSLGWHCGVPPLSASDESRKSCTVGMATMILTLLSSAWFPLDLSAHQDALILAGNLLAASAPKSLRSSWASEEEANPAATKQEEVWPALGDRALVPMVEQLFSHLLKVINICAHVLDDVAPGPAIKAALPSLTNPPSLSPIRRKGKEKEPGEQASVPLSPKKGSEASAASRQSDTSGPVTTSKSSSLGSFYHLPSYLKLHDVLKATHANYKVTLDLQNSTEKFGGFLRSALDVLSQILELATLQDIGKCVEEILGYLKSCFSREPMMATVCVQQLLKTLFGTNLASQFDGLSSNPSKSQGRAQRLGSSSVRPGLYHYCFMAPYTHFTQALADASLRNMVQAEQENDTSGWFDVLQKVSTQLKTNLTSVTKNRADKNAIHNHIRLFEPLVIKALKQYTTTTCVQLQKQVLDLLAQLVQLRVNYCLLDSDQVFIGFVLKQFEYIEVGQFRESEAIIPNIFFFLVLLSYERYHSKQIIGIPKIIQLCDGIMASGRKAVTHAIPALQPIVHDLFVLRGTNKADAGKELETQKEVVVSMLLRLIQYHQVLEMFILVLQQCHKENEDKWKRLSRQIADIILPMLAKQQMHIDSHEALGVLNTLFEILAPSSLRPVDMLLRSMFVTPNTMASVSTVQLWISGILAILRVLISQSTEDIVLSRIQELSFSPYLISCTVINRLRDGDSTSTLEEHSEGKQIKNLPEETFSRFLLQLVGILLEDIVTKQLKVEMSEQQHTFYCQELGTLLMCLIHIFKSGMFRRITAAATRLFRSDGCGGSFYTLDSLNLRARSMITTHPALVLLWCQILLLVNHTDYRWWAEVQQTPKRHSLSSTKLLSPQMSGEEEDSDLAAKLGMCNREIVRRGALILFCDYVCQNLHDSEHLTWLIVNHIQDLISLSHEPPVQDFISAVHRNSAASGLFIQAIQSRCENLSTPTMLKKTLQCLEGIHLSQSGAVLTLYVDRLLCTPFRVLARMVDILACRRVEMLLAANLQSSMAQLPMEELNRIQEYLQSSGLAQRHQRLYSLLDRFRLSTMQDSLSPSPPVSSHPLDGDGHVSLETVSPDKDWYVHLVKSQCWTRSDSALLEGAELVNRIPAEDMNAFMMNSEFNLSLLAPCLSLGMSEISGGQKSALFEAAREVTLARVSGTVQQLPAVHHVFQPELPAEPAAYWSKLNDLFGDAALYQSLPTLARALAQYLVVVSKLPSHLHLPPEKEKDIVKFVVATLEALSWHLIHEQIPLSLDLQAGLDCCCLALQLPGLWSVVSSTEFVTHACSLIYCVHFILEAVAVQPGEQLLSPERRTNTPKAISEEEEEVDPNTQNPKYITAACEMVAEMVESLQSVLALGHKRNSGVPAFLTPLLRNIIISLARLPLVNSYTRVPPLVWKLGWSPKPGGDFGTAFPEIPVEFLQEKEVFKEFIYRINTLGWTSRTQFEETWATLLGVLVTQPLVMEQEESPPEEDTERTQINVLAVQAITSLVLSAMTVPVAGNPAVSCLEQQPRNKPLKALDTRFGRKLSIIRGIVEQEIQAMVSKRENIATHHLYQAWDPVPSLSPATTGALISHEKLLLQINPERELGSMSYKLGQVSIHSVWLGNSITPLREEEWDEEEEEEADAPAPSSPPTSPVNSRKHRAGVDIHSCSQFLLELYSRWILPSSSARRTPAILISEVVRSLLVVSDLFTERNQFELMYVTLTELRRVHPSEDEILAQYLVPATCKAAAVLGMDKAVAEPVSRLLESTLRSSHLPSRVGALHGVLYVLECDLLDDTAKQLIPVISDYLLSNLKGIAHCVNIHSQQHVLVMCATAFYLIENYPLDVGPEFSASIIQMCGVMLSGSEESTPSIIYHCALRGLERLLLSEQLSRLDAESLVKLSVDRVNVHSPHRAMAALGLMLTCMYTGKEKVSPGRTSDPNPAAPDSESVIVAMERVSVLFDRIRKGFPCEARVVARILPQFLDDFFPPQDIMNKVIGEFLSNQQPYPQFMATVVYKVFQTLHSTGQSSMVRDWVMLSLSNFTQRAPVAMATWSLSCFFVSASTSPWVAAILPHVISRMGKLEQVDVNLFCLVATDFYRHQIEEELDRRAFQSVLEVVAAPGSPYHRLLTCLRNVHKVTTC
Pf apPOL inh: Pf-apPOL DNA polymerase inhibition; Recombinant Pf-apPOL, molecular beacon fluorescence, 1.5 h; inhibition, % at 10 µM; 0.25% of 210,000 active
* hit, by the source's call; . = not tested or not shown; & = joins results of further samples. Cut-off read from the data, not from the text of the source: active = inhibition above about 50%; inactive = the rest.

The first three compounds, to show the layout:
canonical_smiles,mHTT CaM bind,Pf apPOL inh
O=C(C1CCCN(S(=O)(=O)c2ccccc2)C1)N1CCCCCC1 (stereo not given),1.2,-1.9
CCCNC(=O)c1ccc2c(c1)ncn2-c1ccc(CC)cc1,10.0,42.6
CSc1nc(N)nc(-c2cnccn2)n1,.,-1.7

The list itself, previewed entries included:
canonical_smiles,mHTT CaM bind,Pf apPOL inh
O=C(C1CCCN(S(=O)(=O)c2ccccc2)C1)N1CCCCCC1 (stereo not given),1.2,-1.9
CCCNC(=O)c1ccc2c(c1)ncn2-c1ccc(CC)cc1,10.0,42.6
CSc1nc(N)nc(-c2cnccn2)n1,.,-1.7
COc1ccc(N2CCC(C(=O)NCC3CCCO3)C2=O)cc1 (stereo not given),-2.6,-6.4
CN(C)C(=O)Cc1csc(-c2ccccc2F)n1,5.8,-2.5
O=S(=O)(c1ccc2nncn2c1)N(Cc1cc(F)cc(F)c1)c1ccc(F)cc1,18.0,-1.9
Cc1c(C(=O)N(C)C2CCCCC2)sc2nc(-c3ccccc3)cn12,2.0,-3.7
O=C(CCC1=NS(=O)(=O)c2ccccc2N1)NCCO,0.0,-0.4
CC1CCCC(NC(=O)C2CC(=O)Nc3ccccc32)C1C (stereo not given),-1.0,-64.8
COc1cc(NC(=O)C2CCCN(c3nnc4ccc(Cl)cn34)C2)cc(OC)c1OC (stereo not given),1.9,-3.7
COc1cc2nc(-c3ccccc3F)oc(=O)c2cc1OC,0.0,-3.6
Cc1cccc(-n2nc3c(c2NC(=O)c2cccc(F)c2)CSC3)c1C,-2.0,-4.8
O=C1CC(c2ccccc2)CC2=C1C(c1cc(Br)ccc1F)Nc1ccccc1N2 (stereo not given),37.0,3.4
COc1ccc(C2N3CC4(C(C)C)CN2CC(C(C)C)(C3)C4O)cc1OC (stereo not given),-5.9,-1.9
Cc1[nH]c(=O)[nH]c(=O)c1S(=O)(=O)N1CCCC(C(=O)NCCc2ccc(Cl)cc2)C1 (stereo not given),3.0,-5.6
O=[N+]([O-])c1ccc(-c2nc(C=Nc3nccs3)c(O)o2)cc1,3.0,0.7
Cc1ccccc1NC(=O)c1cnn2c(C(F)(F)F)cc(-c3ccco3)nc12,-1.0,0.1
CC1(C)C2CCC1(C)C(OCC(O)CN1CCCCC1)C2 (stereo not given),-4.1,-2.1
CCc1ccc(S(=O)(=O)NCCCN2CCN(c3ccccc3)CC2)s1,-9.9,-1.0
COCCNC(=O)c1cn2c(n1)CCC(c1cccc(C)c1)C2 (stereo not given),-1.5,-4.5
Cc1ccc(N2C(=O)CC(Sc3nc(C)cc(C)n3)C2=O)cc1 (stereo not given),-2.4,-9.2
Cc1ccc(-c2noc(C3CCN(CC(=O)Nc4ccc(C)cc4F)CC3)n2)cc1,-9.2,-0.1
O=C(O)CC(c1ccccc1)c1ccco1 (stereo not given),-3.1,9.3
CN(C)c1ccc(-c2nc3n(n2)C(c2ccc(F)cc2)C2=C(CCCC2=O)N3)cc1 (stereo not given),50.6*,-2.1
C#CCOCC1CCN(C(=O)c2cc(-c3cccs3)[nH]n2)CC1,-7.8,-13.1
Cc1c(Br)cc(C(=O)NC(C)C)c(C)c1C,-1.9,3.5
Cc1ccccc1OCC(=O)N1N=C(c2cccc(Br)c2)CC1(O)C(F)(F)F (stereo not given),99.0*,-2.8
CN(C)c1ccc(NC(=O)CC2NCCNC2=O)cc1 (stereo not given),-9.6,0.2
C[n+]1cc2c3c(ccc2c2ccc4cc5c(cc4c21)OCO5)OCO3,.,4.6&31.7
CC1CCC(C(C)C)C(OCC(O)CN2CCN(Cc3ccccc3)CC2)C1 (stereo not given),20.7,-0.5
COc1ccc(OCCOc2ccccc2OC(C)C)cc1,-14.3,-2.9
Cc1ccc(OCCOCCN2CCOCC2)c([N+](=O)[O-])c1,2.0,-0.8
Cc1cc(NC(=O)C2CCCN(c3nccnc3Oc3ccccc3)C2)ccc1F (stereo not given),-11.2,-10.2
O=S(=O)(NCc1cccnc1)c1ccc2c(c1)OCCO2,-5.0,-7.1
CCN(CC)S(=O)(=O)c1cccc(C(=O)c2cccc(S(=O)(=O)N(CC)CC)c2)c1,-0.4,-4.3
CCCCN1CCN(C(=O)CC2Sc3ncccc3N(CC(C)C)C2=O)CC1 (stereo not given),-1.9,-4.0
Cn1c(SCC(N)=NOC(=O)c2cccs2)nnc1-c1ccc(C(C)(C)C)cc1,.,-5.3
COc1ccc(CCN2COc3cc4c(cc3C2)OCO4)cc1,24.0,-9.1
Cc1csc2sc(-c3ccn[nH]3)c(C)c12,.,-9.1
Cc1ccc(C)c(NC(=O)c2ccccc2Br)c1,-6.3,1.2
CCC(CC)C(=O)N1CCN(c2nc3c(s2)c(C)nn3-c2ccc(F)cc2)CC1,0.7,-1.8
O=C1c2sc3nc4ccccc4n3c2C(=O)N1c1cc(Cl)ccc1Cl,23.0,1.8
COc1ccc(Br)cc1CN1CCN(C(=O)c2cccnc2)CC1,2.8,-9.4
Nc1n[n+]([O-])c2ccccc2[n+]1[O-],.,18.0
CCc1ccc(CNC(=O)c2ccc3c(c2)nc2n3CCCC2)cc1,-1.3,-10.1
O=C(Nc1cccc(Br)c1)/C(=C/c1ccco1)NC(=O)c1cccs1,18.6,0.7
Cn1c(=O)c([N+](=O)[O-])c(N2CCN(C3c4ccccc4-c4ccccc43)CC2)c2ccccc21,11.2,22.7
COc1ccc(C(=O)Nc2cnc(-c3ccc(Cl)cc3)nc2)c(C)c1,-4.3,2.0
Cc1ccc(C)c(S(=O)(=O)NCCOc2nc(N(C)C)nc(N(C)C)n2)c1,-4.2,-5.0
Cc1ncc([N+](=O)[O-])n1CC(=O)Nc1ccc(-n2cnnn2)cc1,1.0&-1.0,-7.0&2.2
COc1ccc(NC(=O)/C(=C/c2ccc(N(C)C)cc2)NC(=O)c2ccccc2F)cc1Cl,38.0,1.5
CC1=C(C(=O)Nc2cccc(C)n2)C(c2cccs2)C2=C(CC(C)(C)CC2=O)N1 (stereo not given),0.7,-9.3
COCCc1noc(COC2CCN(C(=O)NC3CCCC3)CC2)n1,-4.4,-8.2
CCOc1ccc(NC(=O)c2ccc(S(=O)(=O)N3CCOCC3)cc2)c([N+](=O)[O-])c1,5.9,-0.1
O=C(C1CCCNC1)N1CCCn2cc(-c3ccccc3)nc21 (stereo not given),4.7,2.6
Cc1cc(C)cc(OCC(=O)Nc2nc(C)cc(C)n2)c1,1.2,2.3
Cc1ccc(NC2C=CS(=O)(=O)C2)cc1C (stereo not given),16.2,-6.9
COc1cc([N+](=O)[O-])cc(C=Nc2ccc3oc(-c4cccc(F)c4)nc3c2)c1O,-4.0,-0.6
COc1ccccc1NC(=O)CSc1nc2ccccc2c(=O)n1C1CCCCC1,-30.1,1.5
CCC(=O)N1CCN(S(=O)(=O)c2ccccc2)C1c1ccccc1 (stereo not given),-2.0,0.4

Further entries follow:
Molecule,mHTT CaM bind,Pf apPOL inh
O=C(NCc1ccc(F)cc1Cl)c1ccc2c(c1)ncn2C1CCCC1,6.0,-11.4
CC1=C(C(=O)Nc2ccccc2)C(c2ccccc2Cl)C(C#N)=C(SCC#N)N1 (stereo not given),5.0,-8.1
CC(C)(C)OCC(NC(=O)OCc1ccccc1)C(=O)ON1C(=O)CCC1=O (stereo not given),.,1.0
O=C(C1=CN(c2cc(F)cc(F)c2)c2ccccc2S1(=O)=O)N1CCCCC1,3.8,0.8
Cc1cc(OCC(=O)Nc2nc3ccccc3s2)ccc1Cl,-4.0,-3.3
CCc1cc(C(=O)c2ccc(OC)cc2)c(NC(=O)c2nccnc2C(=O)O)s1,.,-27.7
COc1ccccc1CNC(=O)CC(C)c1ccccc1 (stereo not given),-6.2,-0.6
O=C1CC(c2cccs2)CC2=C1C(c1ccc(Cl)cc1)Nc1ccccc1N2 (stereo not given),33.0,-20.6
Cc1ccc(NC(=O)CN(c2ccc(I)cc2)S(C)(=O)=O)c(C)c1,0.7,-7.0
O=C(C=Cc1ccccc1)NCC(O)c1ccoc1 (stereo not given),0.0,-4.5

Some of the entries above in a different format.
Results follow in this order: mHTT CaM bind	Pf apPOL inh
O=C(C=Cc1ccccc1)NCC(O)c1ccoc1 (stereo not given)
→ 0.0	-4.5
COc1ccccc1CNC(=O)CC(C)c1ccccc1 (stereo not given)
→ -6.2	-0.6
O=C(NCc1ccc(F)cc1Cl)c1ccc2c(c1)ncn2C1CCCC1
→ 6.0	-11.4

Going on with the list.
Molecule,mHTT CaM bind,Pf apPOL inh
CCCCOc1ccc(C(=O)N(C)c2c(C)n(C)n(-c3ccccc3)c2=O)cc1,-0.6,-5.0
CC1CCN(C(=O)c2cnn3c(C(C)(C)C)ccnc23)CC1,-4.2,0.6
CCOc1ncccc1C(=O)Nc1ccc([N+](=O)[O-])cc1OC,-9.0,-3.6
COc1ccc2c(c1)C(O)(c1c[nH]c3ccccc13)C(=O)N2 (stereo not given),-0.9,-1.0
Cc1nnc(SCC(=O)Nc2ncc(C(F)(F)F)cc2Cl)s1,-3.0,-3.3
O=C(Nc1ccc(F)cc1F)N1CCC(n2cnc3ccc(F)cc3c2=O)CC1,-9.3,-1.3
O=C1OC(/C=C/c2ccc([N+](=O)[O-])cc2)=NC/1=C/c1ccc(Cl)cc1Cl,4.0,7.8
O=C(NCCc1ccccc1)c1cnccn1,-4.6,2.4
OCCCn1c(-c2ccc(Cl)s2)csc1=Nc1ccccc1,41.0,19.1
Cc1ncc(CO)c2cc(C(=O)Nc3cccc(C(F)(F)F)c3)c(=N)oc12,3.0,-0.6
CSc1ccc(/C=C2N=C(/C=C/c3cccc([N+](=O)[O-])c3)OC\2=O)cc1,3.0,-78.9
O=C(Cc1csc(SCc2cccc(Cl)c2)n1)Nc1ccc2c(c1)OCCO2,15.0,-0.2
NNC(=O)CSc1nnc(-c2ccc(Cl)cc2)n1-c1ccccc1,8.8,-30.8
CCCC(=O)N1CCCC2(CC(c3cccc(Cl)c3)=CO2)C1 (stereo not given),48.8,-1.4
CCC1CN(C(=O)Nc2ccc(Br)cc2)c2ccccc2O1 (stereo not given),-9.7,-2.4
Cc1ccc(C)c(OCc2nc(-c3ccncc3)no2)c1,-22.3,-2.6
COCCCNC(=O)C1CCCN(c2nccc(C)n2)C1 (stereo not given),-2.6,0.0
CN(C)C(=S)SCc1ccc(C(=O)Oc2c(Cl)cccc2Cl)cc1,.,3.9
Cc1n[nH]c(C)c1Sc1nnc(C(F)(F)F)n1C,.,-2.0
CCC(=O)N1CCc2sc(S(=O)(=O)NCc3ccc(Cl)cc3)cc2C1,7.3,-7.1
CC(=O)c1sc(NC(=O)c2cc(C)on2)nc1C,-13.4,-1.3
O=C(CCN1CCN(C/C=C/c2ccccc2)CC1)Nc1ccc(Br)cc1,46.9,8.0
CC1=CC(C)(C)N(C(=O)CSc2ncn[nH]2)c2ccc(C)cc21,-2.0,-0.6
CC(C)CC(=O)NC(c1ccccc1)c1ccccc1,-3.8,-4.9
O=C1CSC(c2cc3c(cc2[N+](=O)[O-])OCO3)N1c1ccc(Br)cc1 (stereo not given),10.0,-3.1
O=[N+]([O-])c1ccc(N=Cc2cc(Cl)cc(Cl)c2O)cc1,10.0,-5.6
O=C(NCC1(O)CCOCC1)C1CC=CCC1 (stereo not given),2.1,-3.6
O=C(CSc1ccccn1)N1c2ccccc2Sc2ccccc21,-0.9,1.0
Cc1ncsc1CN1CCCC(c2nncn2-c2ccccc2)C1 (stereo not given),-3.3,2.0
COc1cc(C2=N/C(=C\c3cccc(Br)c3)C(=O)O2)cc(OC)c1OC,3.0,-0.9
CSC(=NC12CC3CC(CC(C3)C1)C2)NN,.,4.2
CN(CC(=O)O)S(=O)(=O)c1ccc2c(c1)OCCO2,-5.3,-7.9
CCNc1nc(NCC)nc(Oc2ccc(=O)[nH]n2)n1,0.0,-0.9
O=C(Nc1cc(F)cc(F)c1)C1CCCN(c2nccnc2Oc2ccccc2)C1 (stereo not given),-6.4,-1.5
CCn1cc(C(=O)NCCc2ccc(Cl)cc2)c2c3ccccc3n(C)c2c1=O,2.0,-8.7
CCCCOc1ccc(/C=C2/N=C(c3cccs3)OC2=O)cc1,-1.0,1.8
O=C(O)c1cccc(NC(=O)C23CC4CC(C2)CC(n2cnc(Cl)n2)(C4)C3)c1,0.0,-5.5
O=C1C(=Cc2ccc(-c3ccccc3[N+](=O)[O-])o2)C(=O)c2ccccc21,6.0,-2.6
c1ccc2[nH]c(CSc3nnc(-c4ccncc4)o3)nc2c1,0.0,1.8
COc1ccc(NC(=O)C(c2ccccc2)N(C)C(=O)c2cnccn2)cc1 (stereo not given),8.0,-6.9
Cc1cccc(C(=O)N2CCc3c(c(C(=O)NCc4ccc(F)cc4)nn3C)C2)c1,73.0*,-10.3
CN(C)c1ccc(N2C=C(C#N)S(=O)(=O)c3c(F)cccc32)cc1,-1.1,-2.9
O=C1Nc2ccccc2C1=NC1CCS(=O)(=O)C1 (stereo not given),-1.0,0.4
COc1cccc(NC(=O)Nc2nnc(/C=C/c3ccccc3Cl)s2)c1,3.4,5.9
O=C1NC(c2ccc(Br)cc2)C(=C(O)c2ccccc2)C1=O (stereo not given),7.8,8.0
Cc1ccccc1Nc1nccc(C2CCCN(C(=O)COc3ccc(F)cc3)C2)n1 (stereo not given),90.1*,-5.5
Nc1nonc1-n1nnc(C(=O)O)c1CN1CCCC1,0.0,0.1
CCN1CCn2cc(S(=O)(=O)NCc3cccc(C(F)(F)F)c3)cc2C1=O,-4.6,-4.6
c1ccc(CN2CCCN(Cc3ccccc3)C2c2ccco2)cc1,-6.0,1.1
c1ccc(C2=NNC(c3nc4ccccc4[nH]3)C2)cc1 (stereo not given),37.9,.
COc1ccc(NC(=O)N2CCc3nc4cc[nH]n4c(=O)c3C2)cc1Cl,4.0,-4.2
O=C1N(c2ccccc2)C(c2ccccc2)N2CCCN12 (stereo not given),0.0,1.2
